Mcl1-Bid inh: disrupts binding of human Mcl-1 to Bid peptide | Q07820 | TR-FRET Mcl-1/Bid-Dy647 peptide binding, 1536-well | inhibition, % at 21.7 µM | 0.97% of 220,000 active | AID 1021;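 active = compounds that cut the binding signal by more than half at the single screening dose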;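 also: His-tagged Mcl-1 with europium anti-His antibody binding Bid BH3 peptide; 0% = Mcl-1 plus peptide wells and 100% = peptide-only wells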
Target sequence (Q07820 whole entry, looked up): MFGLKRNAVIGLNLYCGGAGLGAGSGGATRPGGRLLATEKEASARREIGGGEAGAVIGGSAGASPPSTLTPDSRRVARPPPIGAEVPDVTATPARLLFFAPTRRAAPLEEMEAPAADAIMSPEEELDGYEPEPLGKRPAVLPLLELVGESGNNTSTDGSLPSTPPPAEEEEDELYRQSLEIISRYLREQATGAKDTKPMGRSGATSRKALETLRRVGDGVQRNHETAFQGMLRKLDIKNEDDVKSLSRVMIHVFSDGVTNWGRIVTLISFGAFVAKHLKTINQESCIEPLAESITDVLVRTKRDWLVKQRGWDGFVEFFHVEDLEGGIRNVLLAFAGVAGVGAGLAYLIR
Mcl-1 Bim block: human Bim-Mcl-1 interaction inhibition; inhibition, % at 10 µM; Bead-based flow cytometry, Bim peptide-Mcl-1 binding; 0.1% of 190,000 active; AID 1009;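 also: 0% = no compound tracer wells and 100% = peptide blocker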
Bim-Bcl-B: inhibitors of Bim-Bcl-B interaction, human; Q9HD36; bead-based flow cytometry, Bim peptide-Bcl-B binding; inhibition, % at 10 µM; 0.073% of 190,000 active;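 also: 0% = tracer peptide without compound and 100% = reference inhibitor peptide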
Target sequence (Q9HD36 whole entry, looked up): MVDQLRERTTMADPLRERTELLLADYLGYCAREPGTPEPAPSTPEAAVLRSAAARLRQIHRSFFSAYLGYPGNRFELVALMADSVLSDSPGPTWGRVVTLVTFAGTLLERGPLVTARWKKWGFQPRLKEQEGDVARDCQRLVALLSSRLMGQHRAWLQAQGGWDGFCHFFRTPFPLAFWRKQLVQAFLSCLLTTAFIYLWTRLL
Bim-Bcl-2: human Bim-Bcl-2 interaction inhibition | Bead-based flow cytometry, Bim peptide-Bcl-2 binding | inhibition, % at 10 µM | 0.06% of 190,000 active; in the data active = inhibition above about 40%; inconclusive = no clear call, values can overlap the other calls;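 also: 0% = no compound wells with probe peptide and 100% = reference peptide inhibitor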
Bim-Bcl-W: inhibitors of Bim-Bcl-W interaction, human; Q92843; bead-based flow cytometry, Bim peptide-Bcl-W binding; inhibition, % at 10 µM; 0.02% of 190,000 active;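 also: 0% = bound tracer without compound and 100% = peptide blocker; higher means less fluorescent Bim peptide bound to Bcl-W beads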
Mcl1-Noxa inh: Mcl-1/Noxa interaction inhibition; TR-FRET Mcl-1/Noxa peptide binding, 2 h; inhibition, % at 21.7 µM; 1.5% of 220,000 active; AID 1022;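 active = compounds that cut the protein-peptide binding signal by more than 50% relative to plate controls in a single-dose test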;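 also: His-tagged Mcl-1 with rhodamine Noxa BH3 peptide and terbium anti-His antibody; 0% = Mcl-1 plus Noxa peptide wells and 100% = peptide-only wells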
Bcl-XL Bim block: disrupts Bim peptide binding to human Bcl-XL; bead flow cytometry, fluorescence; inhibition, % at 10 µM; 0.04% of 190,000 active; AID 1007
Target sequence (Q07817 whole entry, looked up): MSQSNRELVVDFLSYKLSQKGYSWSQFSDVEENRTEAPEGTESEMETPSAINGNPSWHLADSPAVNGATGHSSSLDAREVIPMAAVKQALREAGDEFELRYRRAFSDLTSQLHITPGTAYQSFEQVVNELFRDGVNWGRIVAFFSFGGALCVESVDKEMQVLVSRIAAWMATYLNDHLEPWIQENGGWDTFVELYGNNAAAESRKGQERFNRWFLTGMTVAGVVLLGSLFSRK
Bfl-1 Bim block: human Bim-Bfl-1 interaction inhibition; inhibition, % at 10 µM; Q16548; 0.12% of 190,000 active; Bead-based flow cytometry, Bim-Bfl-1 binding inhibition;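 also: 0% = wells without compound plus tracer and 100% = blocker peptide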
RGS7-Gao: regulators of human RGS7-Galphao interaction; Multiplexed bead flow cytometry, RGS7-Galphao binding; actives lie on both sides; binding response (% of control), % at 10 µM; 0.35% of 220,000 active; in the data active = binding response below about 49% or above about 150%; inconclusive = no clear call, values can overlap the other calls; inactive = in between;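 also: fluorescent Galphao held in activated GDP-AlF4 state binding bead-coupled RGS7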
RGS8-Gao: modulates binding of RGS8 to human Galphao | P09471 | multiplexed bead flow cytometry; actives lie on both sides | response (percent of control binding), % at 10 µM | 0.34% of 220,000 active; in the data active = response below about 60% or above about 140%; inactive = in between;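 also: Galphao activated as the GDP aluminium fluoride complex binding bead-coupled RGS8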
RGS4-Gao reg: human RGS4-Galphao interaction regulation; 0.33% of 220,000 active; binding response (% of control), % at 10 µM; Multiplexed bead flow cytometry, RGS4-Galphao binding; actives lie on both sides; in the data active = binding response below about 49% or above about 150%; inactive = in between;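 also: fluorescent Galphao activated with aluminum fluoride binding bead-coupled RGS4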
Active calls of the source: *; ? = inconclusive; / = not tested or not shown. Rule as the data show it, unless noted: active = inhibition above about 40%.

molecule	Bfl-1 Bim block	Bim-Bcl-2	Bim-Bcl-B	Mcl1-Bid inh	RGS4-Gao reg	Mcl1-Noxa inh	RGS8-Gao	Bcl-XL Bim block	Bim-Bcl-W	RGS7-Gao	Mcl-1 Bim block
C=CCn1c(C)cc(C(=O)COC(=O)/C=C/c2ccc(OC)cc2)c1C	-4.0	0.0	-4.0	-21.9	97.9	-6.9	100.9	0.0	-1.0	98.4	0.0
CCNC(=O)NC1(C(=O)Nc2ccc3c(c2)CCC3)CCCCC1	0.0	0.0	0.0	4.3	100.7	3.5	98.0	0.0	0.0	94.5	-3.0
Cc1ccc(-n2cc(CNCCCn3ccnc3C)c(-c3ccc(F)cc3)n2)cc1	-4.0	-1.0	0.0	-41.7	98.5	17.4	103.6	2.0	0.0	109.4	0.0
O=C(CCNC(=O)OCc1ccccc1)NC1CCCCCC1	-16.0	-8.0	-11.0	1.2	111.3	-2.1	105.3	-4.0	-3.0	111.0	-4.0
COc1ccc(Nc2nc3ccccc3c(=O)s2)c(OC)c1	-13.0	-8.0	-7.0	-9.2	97.7	0.9	102.0	-3.0	-1.0	98.6	-2.0
N#CC(Nc1ccccc1)c1ccccc1OCc1ccccc1 (centres undefined)	-11.0	-8.0	-5.0	-5.5	102.1	-2.7	100.5	-3.0	0.0	98.8	-2.0
CNC(=O)CC1C(=O)N(Cc2ccccc2)C(=S)N1NC(=O)c1cccc(F)c1 (centres undefined)	40.0*	27.0	25.0	-35.0	101.0	-9.2	104.8	40.0*	28.0	100.8	31.0
CCOc1ccc2nc(N(CCN(CC)CC)C(=O)c3ccc([N+](=O)[O-])cc3)sc2c1	6.0	5.0	1.0	-3.1	105.9	4.2	101.7	-5.0	-1.0	102.6	2.0
CCc1cccc2c(C(=O)COC(=O)c3c(C)noc3C)c[nH]c12	-1.0	-1.0	-4.0	-60.5	90.6	-3.4	97.3	-3.0	-3.0	92.5	-2.0
O=C(CCCCl)OCc1cn(-c2ccc(Cl)cc2)nn1	-6.0	0.0	-3.0	-6.5	100.5	2.9	98.6	-2.0	-2.0	99.2	14.0
Cc1nnc(SCC(=O)N(C)C2CCS(=O)(=O)C2)n1Cc1ccccc1 (centres undefined)	-6.0	-4.0	-6.0	-36.5	102.3	10.7	104.6	-2.0	-1.0	101.6	-5.0
O=C(Nc1cccc(F)c1)c1ccc(S(=O)(=O)N2CCCC2)cc1	-11.0	-6.0	-9.0	-3.3	101.6	-4.6	100.4	-3.0	0.0	97.7	0.0
CN1CCN(c2ccc([N+](=O)[O-])cc2C(=O)Nc2ccccc2)CC1	-6.0	-2.0	-3.0	-21.3	95.6	7.6	82.5	-2.0	0.0	77.2	11.0
COc1ccc(C(C(=O)NC2CCCC2)N(CC2CCCO2)C(=O)Cc2cccs2)cc1OC (centres undefined)	-7.0	-4.0	-1.0	-23.7	100.0	12.8	102.9	-3.0	-1.0	102.9	-2.0
C=CCn1c(SCC#N)nc2ccccc2c1=O	-1.0	1.0	0.0	-18.4	97.4	-8.0	99.1	1.0	0.0	101.5	0.0
CC/C(=N\NC(=O)Nc1ccccc1)c1ccccc1	16.0	8.0	15.0	-6.8	96.1	4.5	94.0	22.0	15.0	95.6	18.0
O=C(NCc1ccco1)C(Cc1ccccc1)N1C(=O)C2C3C=CC(C3)C2C1=O (centres undefined)	-2.0	0.0	0.0	-61.7	99.9	5.9	102.1	-5.0	0.0	98.3	1.0
CC(C)c1nc2oc3c(NCCO)ncnc3c2c2c1COC(C)(C)C2	/	/	/	-5.4	92.6	-3.1	98.2	/	/	?	/
Cc1ccc2c(CC(=O)OCC(=O)Nc3ccc(Cl)cn3)coc2c1	2.0	-1.0	-5.0	-17.1	101.1	30.9	101.5	-2.0	0.0	103.2	-3.0
Cc1cccc(N(C(=O)Cc2cccs2)C(C(=O)NCc2ccco2)c2ccncc2)c1 (centres undefined)	-7.0	-6.0	-5.0	-29.8	101.0	17.0	101.5	-6.0	-5.0	101.1	-4.0
COc1ccc(/C=C/C(=O)Oc2cc(C)[nH]c(=O)c2[N+](=O)[O-])cc1OC	-2.0	-2.0	-2.0	-18.9	104.9	15.5	105.6	0.0	0.0	106.0	-3.0
O=C(CSc1nc2[nH]ncc2c(=O)[nH]1)Nc1nccs1	-2.0	-1.0	-3.0	-5.9	96.4	13.8	100.1	-4.0	0.0	94.7	1.0
NC(=O)C1CCN(CCC(=O)Nc2ccc3c(c2)CCC3)CC1	-3.0	-5.0	-1.0	-13.4	/	22.3	/	-3.0	-1.0	/	-3.0
COc1cccc(NC(=O)Cc2ccccc2)c1	-9.0	-7.0	-4.0	-14.0	96.5	-8.4	99.2	0.0	0.0	94.3	0.0
Cc1onc(-c2c(Cl)cccc2Cl)c1COC(=O)c1ccc(Cl)cc1	/	/	/	-5.7	89.4	7.2	98.3	/	/	?	/

3 records picked at random from the list so far, as already listed:
molecule	Bfl-1 Bim block	Bim-Bcl-2	Bim-Bcl-B	Mcl1-Bid inh	RGS4-Gao reg	Mcl1-Noxa inh	RGS8-Gao	Bcl-XL Bim block	Bim-Bcl-W	RGS7-Gao	Mcl-1 Bim block
COc1ccc(C(C(=O)NC2CCCC2)N(CC2CCCO2)C(=O)Cc2cccs2)cc1OC (centres undefined)	-7.0	-4.0	-1.0	-23.7	100.0	12.8	102.9	-3.0	-1.0	102.9	-2.0
COc1ccc(/C=C/C(=O)Oc2cc(C)[nH]c(=O)c2[N+](=O)[O-])cc1OC	-2.0	-2.0	-2.0	-18.9	104.9	15.5	105.6	0.0	0.0	106.0	-3.0
C=CCn1c(SCC#N)nc2ccccc2c1=O	-1.0	1.0	0.0	-18.4	97.4	-8.0	99.1	1.0	0.0	101.5	0.0

(more compounds)
molecule	Bfl-1 Bim block	Bim-Bcl-2	Bim-Bcl-B	Mcl1-Bid inh	RGS4-Gao reg	Mcl1-Noxa inh	RGS8-Gao	Bcl-XL Bim block	Bim-Bcl-W	RGS7-Gao	Mcl-1 Bim block
CCOc1cc(/C=C\[N+](=O)[O-])ccc1OCC(=O)N1CCOCC1	0.0	0.0	0.0	8.2	99.5	17.8	93.8	-11.0	-10.0	92.8	-27.0
Cc1ccc(OCn2c(=O)sc3ccccc32)cc1	2.0	0.0	0.0	-9.9	102.8	3.7	104.3	1.0	-2.0	102.0	0.0
CCc1ccc(OC)c(S(=O)(=O)Nc2ccccc2C)c1	-1.0	-2.0	1.0	17.3	101.0	9.2	106.9	0.0	-1.0	104.9	-2.0
C(=N\Nc1nccc(-c2cccnc2)n1)/c1ccccc1	/	/	/	47.0	95.1	31.5	95.2	/	/	?	/
CCOC(=O)C(C)Oc1ncnc2cccc(F)c12 (centres undefined)	-4.0	0.0	-2.0	-7.5	99.7	-11.3	101.6	-2.0	1.0	?	1.0
O=c1cc2c(n[nH]1)CCCC2	-6.0	-10.0	-6.0	6.3	110.8	1.9	105.2	-9.0	1.0	108.6	0.0
O=C(c1ccccc1F)N1CCN(c2ccc([N+](=O)[O-])c(N3CCOCC3)c2)CC1	2.0	0.0	1.0	0.0	89.0	21.7	88.8	5.0	1.0	92.5	0.0
C/C(=N\Nc1cc(-c2ccccc2)nc(-c2ccccc2)n1)c1ccc(O)c(C)c1	-8.0	-9.0	-4.0	-22.4	107.0	-1.7	100.3	-5.0	-2.0	102.4	0.0
COc1ccc(NS(=O)(=O)c2c(C)[nH]c(=O)[nH]c2=O)c(OC)c1	0.0	-3.0	-1.0	-4.0	104.6	6.7	102.7	-1.0	0.0	102.9	-1.0
NS(=O)(=O)c1ccc(CNC(=S)NCc2ccc(Cl)cc2)cc1	1.0	-1.0	-4.0	-59.2	101.3	4.6	96.8	-1.0	-5.0	99.9	-2.0
O=S(=O)(NCC1CCN(S(=O)(=O)c2ccccc2)CC1)c1ccccc1	-13.0	-11.0	-11.0	-7.7	106.3	7.9	108.1	-6.0	-2.0	105.3	0.0
COc1ccc(/C=C/c2c([N+](=O)[O-])c(=O)n(C)c(=O)n2C)c(OC)c1	-4.0	0.0	-4.0	-27.2	99.2	7.9	97.8	-1.0	-1.0	93.2	0.0
C/C(=N\O)C(C)(C)NC(=O)Nc1ccc(Cl)cc1	-12.0	-14.0	-8.0	-30.4	97.4	7.5	95.2	-5.0	-2.0	96.4	-3.0
Cc1cc(C)cc(C(=O)N2CC(C)OC(C)C2)c1 (centres undefined)	-17.0	-9.0	-8.0	-14.5	99.4	7.8	99.6	-5.0	-2.0	101.3	-4.0
COc1ccc(OC)c(-n2c(=S)[nH]c3cc(C(=O)NCCCN4CCCC4=O)ccc3c2=O)c1	-20.0	-12.0	-18.0	-40.4	103.2	6.4	104.5	-10.0	-3.0	106.5	-6.0
COc1ccc(C(=O)c2cc3ccc(O)cc3oc2=O)cc1	-1.0	-1.0	-1.0	-37.5	101.9	14.9	98.4	-2.0	1.0	106.1	-1.0
CCOC(=O)c1c(C)[nH]c(C(=O)O)c1C	-11.0	-6.0	-8.0	2.3	105.7	20.3	105.0	-9.0	2.0	105.2	-1.0
O=C(Nc1ccccc1C(F)(F)F)c1ccc(CN2CCC(Cc3ccccc3)CC2)cc1	-4.0	-6.0	-6.0	3.3	98.2	8.7	99.1	-2.0	0.0	96.0	2.0
COc1ccc(S(=O)(=O)Nc2cccc(F)c2C)cc1C(=O)N1CCOCC1	-2.0	0.0	3.0	-37.6	103.8	-1.6	102.3	2.0	-4.0	104.5	11.0
O=C(CCCCCN1C(=O)c2cccc3cccc(c23)C1=O)NCc1cccnc1	/	/	/	-13.7	106.7	1.2	99.5	/	/	?	/
CCOc1nc(-c2ccccc2O)nc2ccccc12	-5.0	-7.0	-6.0	-33.8	96.7	-24.5	99.2	-2.0	4.0	95.9	1.0
O=C(NCCCn1ccnc1)C(=O)NCC(c1ccco1)N1CCN(c2ccc(F)cc2)CC1 (centres undefined)	-5.0	-4.0	-4.0	-44.1	98.3	9.2	99.7	-3.0	-2.0	?	-3.0

High-throughput results as filed in PubChem.
